C diff growth – C. difficile growth inhibitors, primary screen, HTS | Clostridium difficile clinical isolate growth, OD600, 24 h; hits give low values | growth activity, negative = inhibition, % at 16 µg/mL (by protocol) | 86,000 tested, 0.25% active;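 active = mean growth activity at or below -80% and every replicate also at or below -80%; inconclusive = mean at or below -80% but some replicate above -80%; inactive = mean growth activity above -80%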;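 note: 0% = DMSO wells and -100% = levofloxacin 16 µg/mL wells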
Pf Dd2 growth – P. falciparum Dd2 growth inhibitors, primary screen, SYBR Green fluorescence, single dose replicates; 72 h; hits give low values; activity change, % at 10 µM; 94,000 tested, 2.3% active; in the data active = activity change below about -80%; inconclusive = no clear call, values can overlap the other calls
KDM4C inh – inhibitors of GASC-1 (KDM4C) histone demethylase, primary screen, biochemical, single concentration HTS | Lysine-specific demethylase 4C (Homo sapiens), Q9H3R0 | GST-KDM4C 2-372, H3K9me3 peptide, LANCE TR-FRET | inhibition, % at 12.5 µM | 96,000 tested, 0.15% active;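 active = mean replicate inhibition above about 25%, with at least 55% of replicates also reaching it, limit read from the data, passing the limit was not always enough; inconclusive = only one of those two conditions met; inactive = neither condition met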
Target sequence (Q9H3R0 2-372 limits assumed): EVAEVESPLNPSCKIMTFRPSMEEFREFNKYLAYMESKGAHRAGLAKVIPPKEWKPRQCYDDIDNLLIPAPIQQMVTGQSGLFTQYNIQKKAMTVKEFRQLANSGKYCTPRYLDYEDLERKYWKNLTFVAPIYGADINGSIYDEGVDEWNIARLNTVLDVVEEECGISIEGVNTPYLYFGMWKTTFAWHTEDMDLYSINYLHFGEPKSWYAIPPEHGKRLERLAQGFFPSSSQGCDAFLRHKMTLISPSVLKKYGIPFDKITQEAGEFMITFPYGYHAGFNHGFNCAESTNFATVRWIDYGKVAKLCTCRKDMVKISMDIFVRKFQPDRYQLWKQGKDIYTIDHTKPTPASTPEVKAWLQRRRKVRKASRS
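System: N-terminal GST-fused human GASC-1 (KDM4C) fragment, residues 2-372 / Amount: 10 nM GST-KDM4C in enzyme reaction / Also added: H3K9me3 peptide with Fe(II)/2OG / Times: 30 min demethylation and 1 h detection at room temperature / Signal: LANCE TR-FRET / Read-out basis: Fall in 671/618 emission ratio as inhibition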
Tcruzi prolif – T. cruzi intracellular proliferation inhibitors, primary screen, cell-based, beta-gal Tulahuen parasites, NIH3T3 host, luminescence; T. cruzi beta-gal in NIH3T3, GalScreen luminescence, 90 h; inhibition, % at 8.34 µM; 77,000 tested, 5.9% active; AID 624255, 2012;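 active = mean inhibition above about 93%, with at least 55% of replicates each passing it, limit read from the data, passing the limit was not always enough; inconclusive = only one of those two conditions holds; inactive = neither condition holds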
* marks the source's active call; other numbers are inactive results; ? = inconclusive; / = not tested or not shown; & = joins results of further samples. An unsorted share of the library; 6.7% or so of the library scored in one or more.

Each structure is followed by: C diff growth, Pf Dd2 growth, KDM4C inh, Tcruzi prolif
[1] C[C@@H]1CCCCO[C@@H](CN(C)S(C)(=O)=O)[C@@H](C)CN([C@H](C)CO)C(=O)c2cc(NS(=O)(=O)c3cn(C)cn3)ccc2O1
    -3, 29, 0.8, -39
[2] CO[C@H]1CN(C)C(=O)c2cc(NS(=O)(=O)c3ccccc3)ccc2OC[C@@H](C)N(C(=O)NC(C)C)C[C@H]1C
    /, 14, 2.6, -11
[3] C[C@@H]1CN([C@H](C)CO)S(=O)(=O)c2ccc(-c3ccccc3F)cc2O[C@H]1CN(C)C(=O)C1CC1
    -17, -39, 1.2, -11
[4] Cc1ccc(S(=O)(=O)N(C)C[C@@H]2Oc3ccc(NS(C)(=O)=O)cc3C(=O)N([C@H](C)CO)C[C@@H]2C)cc1
    -2, 17, 0.2, -1
[5] COCC(=O)N1CC[C@@H]2[C@H](CO)Nc3ccc(-c4ccc(C#N)cc4)cc3[C@@H]21
    -1, -40, 1.0, 95
[6] CN(C)CCCNC(=O)C[C@H]1CC[C@@H]2[C@H](COc3ccc(NC(=O)NC4CCCC4)cc3C(=O)N2C)O1
    0, -1, 2.6, 19
[7] COCC(=O)N1C[C@@H](C)[C@@H](OC)CN(C)C(=O)c2cc(NC(=O)c3ccccc3)ccc2OC[C@H]1C
    /, 27, 0.6, /
[8] C[C@H](CO)N1C[C@H](C)[C@@H](CN(C)C(=O)CCC(F)(F)F)OCCCC[C@H](C)Oc2ccc(NC(=O)c3ccncc3)cc2C1=O
    -1, 15, 0.2, -21
[9] O=C(Nc1ccccc1)N1CCCCN2[C@H](C1)[C@@H](c1ccc(C3=CCCCC3)cc1)[C@@H]2CO
    11, -40, 0.8, 85
[10] COc1ccc(S(=O)(=O)Nc2ccc3c(c2)C(=O)N([C@@H](C)CO)C[C@@H](C)[C@@H](CN(C)C(=O)Nc2ccccc2)OCCCC[C@H](C)O3)cc1
    2, -19, -0.6, 17
[11] CO[C@@H]1CN(C)C(=O)c2ccc(NC(=O)c3ccccc3F)cc2OC[C@H](C)N(CC2CC2)C[C@H]1C
    -3, -22, 1.7, 0
[12] CO[C@@H]1CN(C)C(=O)c2cc(NC(=O)C3CCOCC3)ccc2OC[C@@H](C)N(C)C[C@H]1C
    2, /, 0.2, -10
[13] COCC(=O)N1[C@H](C#N)[C@H](c2ccc(-c3cccc(F)c3)cc2)[C@@H]1CO
    14, -2, -4.4, 33
[14] CCCNC(=O)C[C@@H]1CC[C@H]2[C@@H](COc3ccc(NC(=O)c4cscn4)cc3C(=O)N2C)O1
    3, -5, -0.7, 21
[15] CS(=O)(=O)Nc1ccc2c(c1)[C@@H]1C[C@@H](CC(=O)NC3CCCC3)O[C@H](CO)[C@@H]1O2
    6, 27, 1.9, -10
[16] COc1ccc(C#Cc2cnc3c(c2)C(=O)N([C@@H](C)CO)C[C@@H](C)[C@H](CN(C)C(=O)c2ccccc2F)O3)cc1
    -3, -80, -1.0, 89
[17] C[C@@H]1CN([C@H](C)CO)S(=O)(=O)c2ccc(Br)cc2O[C@H]1CN(C)C(=O)c1cnccn1
    0, 19, 0.6, 31
[18] C[C@H](CO)N1C[C@H](C)[C@H](CN(C)Cc2ccc(C(=O)Nc3ccccc3N)cc2)Oc2ccc(NC(=O)c3ccncc3)cc2CC1=O
    0, -49, 9.0, 74
[19] CC(C)NC(=O)Nc1cccc2c1O[C@H](CN(C)C(=O)Nc1ccc3c(c1)OCO3)[C@@H](C)CN([C@@H](C)CO)C2=O
    /, 16, 2.3, 10
[20] O=C(NC1CCCC1)N1CCCCN2[C@@H](CO)[C@@H](c3ccc(/C=C/c4ccccc4)cc3)[C@@H]2C1
    44, -50, -3.0, 61
[21] CN1CCN(C(=O)C[C@@H]2CC[C@H](NC(=O)Nc3ccccc3F)[C@H](CO)O2)CC1
    -4, -7, -0.1, 42
[22] O=C(Nc1ccccc1)N1CCCCN2[C@H](CO)[C@@H](c3ccc(Br)cc3)[C@@H]2C1
    13, 14, -0.7, 53
[23] Cc1ccc(S(=O)(=O)N(C)C[C@H]2Oc3ccc(NS(C)(=O)=O)cc3CC(=O)N([C@H](C)CO)C[C@H]2C)cc1
    4, -15, 2.2, 54
[24] COc1ccc(CN(C)C[C@H]2Oc3c(NS(=O)(=O)c4ccc(C)cc4)cccc3C(=O)N([C@@H](C)CO)C[C@H]2C)cc1
    -8, -69, -2.3, /
[25] C[C@H]1CN([C@@H](C)CO)C(=O)Cc2cc(NS(=O)(=O)c3cccs3)ccc2O[C@@H]1CN(C)Cc1ccncc1
    5, 4, -0.4, 27
[26] C[C@@H]1CN([C@H](C)CO)C(=O)c2cc(-c3cccc(C#N)c3)cnc2O[C@H]1CN(C)C(=O)C1CCCCC1
    0, 10, -1.8, 12
[27] COc1ccc(NC(=O)N(C)C[C@@H]2Oc3c(NS(=O)(=O)c4ccc(C)cc4)cccc3C(=O)N([C@@H](C)CO)C[C@@H]2C)cc1
    11, -32, -2.1, 15
[28] COCC(=O)Nc1ccc2c(c1)[C@H]1C[C@@H](CC(=O)O)O[C@H](CO)[C@H]1O2
    18, 2, 6.2, /
[29] CCC(=O)N1C[C@H](O)COC[C@@H]2O[C@@H](CC(=O)NCC3CCCCC3)CC[C@H]21
    0&-2, -11, -1.8, 75
[30] CCNC(=O)C[C@H]1C=C[C@@H](NS(=O)(=O)c2ccc(F)cc2)[C@H](CO)O1
    /, 10, -0.1, -15

Down the list, quoted from above:
Nos. 24 to 27 in C diff growth, in turn: -8, 5, 0, 11
Nos. 24 to 27 in Pf Dd2 growth, in turn: -69, 4, 10, -32
Nos. 24 to 27 in KDM4C inh, in turn: -2.3, -0.4, -1.8, -2.1

(further entries)
Each structure is followed by: C diff growth, Pf Dd2 growth, KDM4C inh, Tcruzi prolif
[31] N#C[C@@H]1[C@H](c2ccc(C3=CCCC3)cc2)[C@H](CO)N1C(=O)C1CCCC1
    -2, -24, 0.1, 38
[32] CN(C)C(=O)C[C@H]1C[C@@H]2c3cc(NC(=O)Nc4ccc(F)cc4)ccc3O[C@@H]2[C@H](CO)O1
    -8, 12, 2.2, -9
[33] CCCNC(=O)C[C@H]1CC[C@H]2[C@H](COc3ccc(NC(=O)Cc4ccccc4)cc3C(=O)N2C)O1
    -3, 9, 0.3, -21
[34] C[C@H](CO)N1C[C@H](C)[C@@H](CN(C)Cc2ccncc2)OCc2ccccc2-c2ccccc2C1=O
    0, 13, 1.1, ?
[35] C/C=C/c1ccccc1[C@H]1[C@@H](CO)N(C(=O)Nc2cccc(F)c2)[C@H]1C#N
    -6, 4, -1.3, /
[36] COC(=O)[C@H]1[C@H](CO)[C@H]2Cn3c(ccc(C4=CCCC4)c3=O)[C@H]2N1C(=O)C1CCC1
    0, 18, 0.8, 33
[37] C[C@H](CO)N1C[C@H](C)[C@@H](CN(C)CC2CCCCC2)Oc2ccc(NS(=O)(=O)c3ccccc3)cc2CC1=O
    -15, -42, -2.7, 90
[38] C[C@H](CO)N1C[C@H](C)[C@H](CN(C)Cc2ccc(F)cc2)Oc2ncc(-c3cc4ccccc4o3)cc2C1=O
    19, -38, /, /
[39] CO[C@@H]1CN(C)C(=O)c2ccc(NC(=O)Nc3cc(Cl)cc(Cl)c3)cc2OC[C@H](C)NC[C@@H]1C
    -100*, -21, -3.3, -3
[40] Cc1noc(C)c1S(=O)(=O)Nc1ccc2c(c1)CC(=O)N([C@@H](C)CO)C[C@H](C)[C@H](CN(C)Cc1ccc3c(c1)OCO3)O2
    -7, 3, 15, 27
[41] Cc1nn(C)cc1NC(=O)C[C@H]1CC[C@H]2[C@H](COc3ccc(NC(=O)C(C)C)cc3C(=O)N2C)O1
    -3, -24, 9.1, 49
[42] CN(C)CC(=O)N1[C@@H](C#N)[C@@H](c2ccccc2-c2ccccc2F)[C@@H]1CO
    -6, -33, -0.1, /
[43] C[C@H]1CN([C@@H](C)CO)C(=O)Cc2cc(NC(=O)CCCN(C)C)ccc2O[C@H]1CN(C)Cc1ccc(Oc2ccccc2)cc1
    -3, 1, 0.6, -22
[44] C[C@H]1CN([C@@H](C)CO)C(=O)c2cc(/C=C/c3ccccc3)cnc2O[C@H]1CN(C)C(=O)NC1CCCCC1
    6, -25, -0.5, /
[45] CN1C(=O)c2cc(NC(=O)c3cscn3)ccc2OC[C@@H]2O[C@H](CC(=O)NCC3CC3)CC[C@@H]21
    -3, -6, 0.8, -14
[46] CC(C)NC(=O)N(C)C[C@@H]1Oc2cc(Br)ccc2S(=O)(=O)N([C@@H](C)CO)C[C@@H]1C
    -2, 8, 0.6, 0
[47] CN1c2ccc(-c3ccccc3F)cc2[C@H]2[C@H](CCN2S(=O)(=O)c2ccccc2F)[C@@H]1CO
    -14, -9, 0.4, 93
[48] C[C@@H]1CN([C@H](C)CO)C(=O)Cc2cc(N(C)C)ccc2O[C@H]1CN(C)Cc1ccc(Cl)c(Cl)c1
    /, 13, -0.4, 58
[49] Cc1noc(C)c1S(=O)(=O)N(C)C[C@@H]1OCCCC[C@@H](C)Oc2ccc(NS(=O)(=O)c3ccc(F)cc3)cc2C(=O)N([C@H](C)CO)C[C@H]1C
    -10, -66, 0.5, ?
[50] COc1ccc2c3c(n(C)c2c1)[C@@H](CO)N(C(=O)Nc1c(C)noc1C)CC31CN(CC2CC2)C1
    10, 5, -1.3, /
[51] O=C(C[C@@H]1C[C@H]2c3cc(NC(=O)C4CCC4)ccc3O[C@H]2[C@@H](CO)O1)NCc1ccccc1F
    -4, 11, 0.5, /
[52] CNC(=O)C[C@H]1CC[C@H]2[C@@H](COC[C@H](O)CN2C(=O)Nc2ccc(Cl)c(Cl)c2)O1
    -28, -14, -1.9, 11
[53] COc1ccc(CN(C)C[C@H]2Oc3ccc(NC(=O)NC4CCCCC4)cc3C(=O)N([C@@H](C)CO)C[C@@H]2C)cc1
    -1, 0, -0.2, /
[54] COc1ccc(-c2ccc([C@@H]3[C@@H](CO)N4C(=O)CN(C(=O)C5CCCC5)C[C@H]34)cc2)cc1
    -10, -21, 0.4, /
[55] Cc1noc(C)c1S(=O)(=O)Nc1ccc2c(c1)CC(=O)N([C@H](C)CO)C[C@H](C)[C@H](CN(C)S(=O)(=O)c1c(C)noc1C)O2
    0, 13, -3.6, 16
[56] C[C@H](CO)N1C[C@H](C)[C@H](CN(C)Cc2cccc(C(F)(F)F)c2)Oc2ncc(C#Cc3ccccc3)cc2C1=O
    /, -42, 0.0, 99*
[57] COCCN(C[C@@H]1[C@@H](c2ccccc2)[C@H](CO)N1C(C)=O)C(=O)c1cccnc1
    -3, -13, -2.1, 17
[58] COc1ccc(S(=O)(=O)N2CC3(CN(Cc4ccncc4)[C@H](CO)c4[nH]c5cc(OC)ccc5c43)C2)cc1
    -3, -62, -0.1, /
[59] Cc1ccc(S(=O)(=O)Nc2ccc3c(c2)C(=O)N([C@H](C)CO)C[C@@H](C)[C@H](CN(C)C(=O)Nc2c(C)noc2C)O3)cc1
    -2, 20, 0.8, 1
[60] COc1cccc(CNC(=O)C[C@H]2CC[C@H](NS(=O)(=O)c3ccccc3OC)[C@H](CO)O2)c1
    -2, -7, -1.7, 63

3 structures out of the list, arranged by SMILES length, largest number first:
Each structure is followed by: C diff growth, Pf Dd2 growth, KDM4C inh, Tcruzi prolif
[59] Cc1ccc(S(=O)(=O)Nc2ccc3c(c2)C(=O)N([C@H](C)CO)C[C@@H](C)[C@H](CN(C)C(=O)Nc2c(C)noc2C)O3)cc1
    -2, 20, 0.8, 1
[38] C[C@H](CO)N1C[C@H](C)[C@H](CN(C)Cc2ccc(F)cc2)Oc2ncc(-c3cc4ccccc4o3)cc2C1=O
    19, -38, /, /
[33] CCCNC(=O)C[C@H]1CC[C@H]2[C@H](COc3ccc(NC(=O)Cc4ccccc4)cc3C(=O)N2C)O1
    -3, 9, 0.3, -21

Further structures follow.
nr | mol | C diff growth | Pf Dd2 growth | KDM4C inh | Tcruzi prolif
61 | CC(C)CC#Cc1ccc2c(c1)O[C@@H](CN(C)C(=O)c1cnccn1)[C@@H](C)CN([C@@H](C)CO)S2(=O)=O | 0 | 14 | 0.2 | /
62 | COc1cccc(-c2cn(CC[C@@H]3CC[C@H](NC(=O)CN(C)C)[C@@H](CO)O3)nn2)c1 | / | -7 | 0.8 | -34
63 | O=C(C[C@H]1C=C[C@H](NC(=O)CC2CC2)[C@@H](CO)O1)NCc1ccc(-c2ccccc2)cc1 | / | 20 | -0.5 | 8
64 | C[C@@H]1CN([C@@H](C)CO)C(=O)c2cccc(NC(=O)C3CC3)c2O[C@@H]1CN(C)S(C)(=O)=O | -2 | -2 | 0.3 | 65

Source: PubChem BioAssay (Broad Institute)
